SRC1 TRFRET art = TR-FRET artefact, counter-screen to PPARgamma/SRC-1 agonist assay; 99,000 tested, 0.34% active; AID 1051; TR-FRET detection artefact counter-screen, emission ratio; stronger effect = higher value; TR-FRET ratio at 8 µM; in the data active = TR-FRET ratio above about 2300; also: inactives centre near 1800; reference of the scale not given here
SRC3 TRFRET art = flags TR-FRET format artefacts in PPARgamma SRC-3 recruitment agonist screen; TR-FRET ratio at 8 µM; 99,000 tested, 0.39% active; TR-FRET artefact counter-screen, PPARgamma/SRC-3 format; stronger effect = higher value; in the data active = TR-FRET ratio above about 2000; also: inactives centre near 1600; reference of the scale not given here
The depositor's hits bear a star. A portion of the library; count on the stated rates, not on these rows.

structure	SRC1 TRFRET art	SRC3 TRFRET art
Cc1cccc(NC(=O)C2CCCN(S(=O)(=O)c3c(C)nn(C)c3C)C2)n1 (stereo unspecified)	1702	1549
CN(c1ccc(C(=O)NCCSC(C)(C)C)cc1)S(=O)(=O)c1ccccc1	1737	1759
CC(C)c1onc(C(=O)NC2CCCC2)c1[N+](=O)[O-]	1753	1693
Cc1ccc2c(c1)c(N=NC(N)=O)c(O)n2C	1571	1437
O=C(Cc1ccc([N+](=O)[O-])cc1)N/N=C/c1ccco1	1946	1786
COc1cccc(NC(=O)Cn2c(CCC(=O)O)ccc2-c2ccccc2)c1	1659	1565
COc1ccc(-c2[nH]ncc2CN(C)Cc2cc(C)[nH]n2)c(F)c1	1500	1467
COc1ccc(-c2ccc(/C=C3/C(=N)N4C=CSC4=NC3=O)o2)c([N+](=O)[O-])c1	1786	1636

structure	SRC1 TRFRET art	SRC3 TRFRET art
CC(C)(C)OC(=O)[C@H](Cc1ccccc1)NC(=O)c1nc[nH]c1C(=O)NCc1ccccc1	1629	1566
CCCc1[nH]n(-c2nc3ccccc3s2)c(=O)c1C=NCCCN(CC)CC	1742	1635
CS(=O)(=O)C1=NSC2=NC(=O)/C(=C\c3cccn3-c3ccc(Cl)cc3)C(=N)N21	1853	1528
C#CCOc1ccc(/C=C2\SC(=S)N(Cc3cccnc3)C2=O)cc1	1807	1516
CC(=O)c1ccc(N2CCN(C(=O)/C=C/c3cccs3)CC2)cc1	2017	1639
Cn1[nH]c(-c2ccccc2)c(/C=N/O)c1=O	2149	1572
COc1nc(N)nc(N2CCOCC2)n1	2042	1724
CC(C)(C)c1nc(SCC(=O)NCc2cccs2)c2ccccc2n1	1956	1765

structure	SRC1 TRFRET art	SRC3 TRFRET art
Fc1ccc(CCNC(=S)Nc2ccc(F)cc2)cc1	1739	1518
CCOC(=O)c1sc2nc(CSc3ccccc3)[nH]c(=O)c2c1C	1597	1746
O=C(CN1C(=O)c2ccc([N+](=O)[O-])cc2C1=O)NCc1ccco1	1600	1555
C=CCn1cn[nH]c1=S	1945	1507
O=C1NCCN(Cc2ccoc2)C1CC(=O)N(Cc1ccccc1)CC1CCC1 (stereo unspecified)	1679	1550
COc1cccc(C(=O)Oc2ccccc2/C=C\C(=O)c2cc3ccccc3o2)c1	1727	1669
CSc1ccc(CN(C)CC(=O)NCc2ccccc2)cc1	1705	1776
O=C(CN1CCN(c2ccccc2F)CC1)NC(=O)NCc1ccccc1	1849	1615

structure	SRC1 TRFRET art	SRC3 TRFRET art
O=C(O)c1cccnc1Sc1ccc(Cl)cc1	1892	1474
CC(C)CC1c2[nH]c3ccccc3c2CCN1C(=O)C1CCOCC1 (stereo unspecified)	1680	1630
CCOC(=O)c1cn(-c2c(Cl)cccc2Cl)c2cc(Cl)c([N+](=O)[O-])cc2c1=O	1792	1379
O=C(NCCc1ccccc1)C(=O)NCc1ccncc1	1809	1381
O=C(O)CCCN(Cc1cccc(Br)c1)S(=O)(=O)c1ccc(Br)cc1	1539	1545
CCn1cc(CN2CCCC(CO)(Cc3cccc(Cl)c3)C2)cn1 (stereo unspecified)	1658	1496
CC1(C)Cc2ccccc2-c2nc(NCCCO)n(-c3ccccc3)c(=O)c21	2161	1722
COc1ccc(/C=N/NC(=O)Nc2ccc3nsnc3c2)c(OC)c1	2083	1616

structure	SRC1 TRFRET art	SRC3 TRFRET art
Fc1ccccc1CNC(=S)Nc1cccc(C(F)(F)F)c1	1537	1493
O=C(NC(=S)Nc1ccccc1O)c1ccccc1Cl	1963	1659
COc1ccc(-c2c[n+](CC(=O)OC3CC(C)CCC3C(C)C)c3n2CCC3)cc1 (stereo unspecified)	2044	1624
O=C(NC1CC1)c1ccc2c(c1)C1C3CCC(C3)C1C(c1ccccc1)N2 (stereo unspecified)	1840	1508
O=C(Nc1c(-c2ccccc2)nc2ncccn12)c1cc2ccccc2oc1=O	1959	1643
CN(CC(=O)Nc1ccc(Cl)c(Cl)c1)Cc1nnc(-c2ccc(F)cc2)o1	1832	1432
CN(C)c1ccc(N=Nc2ccccc2C(=O)OCC(=O)NCC2CCCCC2)cc1	1842	1806
CCN(CC(=O)Nc1ccc(Br)c(C)c1)CC(=O)NC(C)C	1998	1792

Whole records, quoted from the list:
COc1cccc(NC(=O)Cn2c(CCC(=O)O)ccc2-c2ccccc2)c1 as listed: SRC1 TRFRET art = 1659; SRC3 TRFRET art = 1565
CC(C)(C)OC(=O)[C@H](Cc1ccccc1)NC(=O)c1nc[nH]c1C(=O)NCc1ccccc1 as listed: SRC1 TRFRET art = 1629; SRC3 TRFRET art = 1566

Next entries follow:
structure	SRC1 TRFRET art	SRC3 TRFRET art
COc1ccc(-c2nn(-c3ccccc3)cc2/C=C(\C#N)S(=O)(=O)c2ccccc2)cc1OC	1872	1686
O=C(c1ccco1)N1CCN(C(=O)N2CCCCC2)CC1	1755	1479
COc1ccc(CCC(C)Nc2ccccc2F)cc1 (stereo unspecified)	1860	1541
COc1ccc2cc(C3OCCO3)c(Cl)nc2c1	1777	1458
CCn1ncc(C2=NOC(C(=O)Nc3ccccc3C(=O)OC)C2)c1C (stereo unspecified)	2054	1636
CCN(C(=O)CN1CCN(S(=O)(=O)c2cc(Cl)ccc2Cl)CC1)c1c(N)n(Cc2ccccc2)c(=O)[nH]c1=O	1766	1634
Cc1ccnc(NS(=O)(=O)c2cc([N+](=O)[O-])ccc2C)c1	1757	1401
O=C1CCCC2=C1C(c1ccccn1)Nc1ccc(C(=O)c3ccccc3)cc1N2 (stereo unspecified)	1832	1481

structure	SRC1 TRFRET art	SRC3 TRFRET art
Cc1nc2nc(SCC(=O)NCCCN3CCOCC3)nn2c(C)c1Cc1ccccc1	2125	1671
CCN(CC(=O)Nc1cccc(S(=O)(=O)N2CCCC2)c1)CC(=O)Nc1ccccc1OC	2021	1608
Cc1ccc(/C=N/Nc2ccnc3cc(Cl)ccc23)c(C)c1	1765	1549
O=C(Nc1nc(-c2ccccc2)c(C(=O)c2ccccc2)s1)c1ccc(S(=O)(=O)N2CCCCC2)cc1	1695	1554
CCn1c(-c2ccccc2)c(C(=O)CCl)c2ccccc21	1779	1492
CC(=O)NCCNC(=O)c1ccc(-n2c(C)ccc2C)cc1	1965	1689
Cc1ccc(N2C(=O)C3C(C2=O)N2CCCN2C3c2ccccc2)cc1C (stereo unspecified)	1896	1460
COc1ccc(N2C(=O)N(Cc3ccc(C)cc3)c3ccccc3S2(=O)=O)cc1	1782	1525

structure	SRC1 TRFRET art	SRC3 TRFRET art
COc1cccc(-n2c(CN3CCN(c4cccc(C)c4)C(C)C3)nc3ccc([N+](=O)[O-])cc3c2=O)c1 (stereo unspecified)	1728	1680
CCCCC(NS(=O)(=O)c1ccc(OC)cc1)C(=O)O (stereo unspecified)	1859	1625
O=C(COC(=O)COc1ccc(Br)cc1)NCCC1=CCCCC1	1423	1615
COc1cc(/C=C/C(=O)c2ccc(NS(=O)(=O)c3ccc(C)cc3)cc2)ccc1OC(F)F	1942	1498
CN(CC(=O)NC(=O)NCc1ccco1)Cc1nc2ccccc2c(=O)[nH]1	1945	1606
O=C(O)CC1S/C(=N/N=C2CCCCC2)N(c2ccccc2)C1=O (stereo unspecified)	1824	1774
CCOC(=O)c1c(NC(=O)C2C3C=CC(C3)C2(C)C(=O)O)sc2c1CCCC2 (stereo unspecified)	2020	1636
Cc1cc(C(=O)NCC(=O)OCC(=O)N(C)C2CCCCC2)ccc1[N+](=O)[O-]	1710	1484

structure	SRC1 TRFRET art	SRC3 TRFRET art
O=S(=O)(c1ccc(OCc2nc3ccccc3s2)c(Cl)c1)N1CCOCC1	1416	1549
CC(C)Oc1ccc(CCc2nnc(SC(C)C(=O)O)n2-c2ccccc2)cc1 (stereo unspecified)	1875	1542
COc1ccc(/C=C/C(=O)c2ccc3c4c(cccc24)CC3)cc1OC	1495	1634
COc1nccnc1NS(=O)(=O)c1ccc(NC(=S)NC(=O)c2ccccc2)cc1	1851	1645
COc1ccc(-c2c(C)nc(N)nc2-c2ccc(OCc3ccc(C)cc3)cc2O)cc1OC	1896	1653
CN(C(=O)COC(=O)c1ccc([N+](=O)[O-])cc1)c1ccccc1	1868	1561
CC1CC(C)CN(C(=O)CCNS(=O)(=O)c2cccs2)C1 (stereo unspecified)	1829	1770
COc1cc(CNC2CCCc3ccccc32)cc(OC)c1OC (stereo unspecified)	1980	1602

structure	SRC1 TRFRET art	SRC3 TRFRET art
CC(C)C(NC(=O)/C=C/c1cccc([N+](=O)[O-])c1)C(C)C	1751	1536
CCCCNC(=O)C1CCC(CNS(=O)(=O)c2ccc(C)cc2)CC1 (stereo unspecified)	1887	1723
O=S(=O)(Nc1ccc(-c2cn3c(n2)SCC3)cc1)c1cccs1	1962	1646
CN(C)c1cccc(C(=O)N/C=C/n2cnc3cc(C(F)(F)F)ccc32)c1	1953	1762
NC(=O)C1CCN(C(=O)COc2cccc3cccnc23)CC1	1557	1565
Cc1ccc(OCC(=O)Nc2ccc(N3CCN(S(C)(=O)=O)CC3)cc2)cc1C	1643	1569
O=C(O)/C=C/C(=O)Nc1ccc(SC(F)(F)C(F)(F)C(F)(F)F)cc1	1684	1547
Cc1cc(C)nc(NC(=O)c2ccc(Cl)cc2[N+](=O)[O-])c1	1865	1594

structure	SRC1 TRFRET art	SRC3 TRFRET art
COCCCNC(=O)CCCOc1ccccc1	1930	1398
CC(=O)N1N=C(c2cccnc2)OC1c1ccc(C(C)C)cc1 (stereo unspecified)	1649	1445
O=C(CCNS(=O)(=O)c1c(Cl)cccc1Cl)OCC(=O)c1ccccc1	1862	1688
O=C(c1cccnc1)N1N=C(C2CC2)CC1(O)C(F)(F)F (stereo unspecified)	1765	1678
COc1ccc(S(=O)(=O)CCC(=O)N2c3ccccc3CC2C)cc1 (stereo unspecified)	1829	1447
Cc1[nH]n(-c2cccc([N+](=O)[O-])c2)c(=O)c1-c1ccccc1	1860	1592
CCOc1ccc(-c2n[nH]c(=S)n2/N=C/c2cc3c(cc2[N+](=O)[O-])OCO3)cc1	2238	1735
COC(=O)c1cc(NC(=O)Nc2ccccc2)ccc1Cl	1619	1598

Five successive entries already listed, for reference:
structure	SRC1 TRFRET art	SRC3 TRFRET art
O=C(c1cccnc1)N1N=C(C2CC2)CC1(O)C(F)(F)F (stereo unspecified)	1765	1678
COc1ccc(S(=O)(=O)CCC(=O)N2c3ccccc3CC2C)cc1 (stereo unspecified)	1829	1447
Cc1[nH]n(-c2cccc([N+](=O)[O-])c2)c(=O)c1-c1ccccc1	1860	1592
CCOc1ccc(-c2n[nH]c(=S)n2/N=C/c2cc3c(cc2[N+](=O)[O-])OCO3)cc1	2238	1735
COC(=O)c1cc(NC(=O)Nc2ccccc2)ccc1Cl	1619	1598

(cont.)
structure	SRC1 TRFRET art	SRC3 TRFRET art
CC(=O)n1cc([C@H]2C=C(C(=O)N3CCN(Cc4ccc5c(c4)OCO5)CC3)O[C@@H](OCc3ccc(CO)cc3)C2)c2ccccc21	1439	1533
Cc1cc(C)nc(NC(=O)c2cc(Br)ccc2Cl)n1	1705	1598
O=C(CON=C1c2ccccc2-c2ccccc21)NC12CC3CC(CC(C3)C1)C2	1837	1602
COc1ccc(OC)c(NC(=O)CN(Cc2ccc(Cl)cc2)S(C)(=O)=O)c1	1886	1450
O=C1NC(=O)/C(=C\c2ccccc2OCc2ccc([N+](=O)[O-])cc2)N1	1894	1714
C/C(=C/C(=O)N1CCN(C)CC1)C(=O)O	1729	1603
Cc1ccsc1/C=N/NC(=O)c1cccc(S(=O)(=O)Nc2ccccc2Cl)c1	1894	1882
O=C(CN1CCN(c2ccc(O)cc2)CC1)Nc1cc(S(=O)(=O)N2CCCC2)ccc1Cl	2056	1735

structure	SRC1 TRFRET art	SRC3 TRFRET art
Cc1ccccc1C(=O)NCCN1CCOCC1	1708	1724
O=C(NCc1cccnc1)c1ccc(-c2ccc(Cl)cc2)o1	1568	1364
CN1CCCC(CC2Oc3ccccc3Sc3ccccc32)C1 (stereo unspecified)	1925	1602
CS(=O)(=O)c1ccc(S(=O)CC(=O)OCc2ccccc2)c([N+](=O)[O-])c1 (stereo unspecified)	1639	1476
Cc1ccc(C(=O)NC(=S)NNS(=O)(=O)c2ccccc2)cc1	1903	1636
O=C(CCN1CCOCC1)NNC(=O)/C(=C/c1ccccc1)NC(=O)c1ccccc1	1755	1540
N=C1C(c2ccccc2)=C(O)C2CCc3ccccc3N12 (stereo unspecified)	1810	1559
COc1ccc(C(C)(C)C)cc1NC(=O)c1cc(S(=O)(=O)N(C)C)ccc1N1CCCC1	1940	1775

structure	SRC1 TRFRET art	SRC3 TRFRET art
CCN(CC)S(=O)(=O)c1cccc(NC(=O)CN(C)C2CCCCC2)c1	1980	1772
Cc1cccc(/C=N/n2c(-c3ccccn3)n[nH]c2=S)c1	1669	1432
Cc1ccc(-c2cc(C(F)F)nc(S(C)(=O)=O)n2)cc1	1850	1464
OC(COC(c1ccc(F)cc1)c1ccc(F)cc1)CN1CCc2ccccc2C1 (stereo unspecified)	1735	1651
CC(C)C1CCC(C(=O)N[C@H](Cc2ccccc2)C(=O)O)CC1 (stereo partly specified)	1381	1521
O=C(c1nc2ccc(Cl)cn2c1CNCCn1ccnc1)N1CCCCCCC1	1522	1621
O=C(CSCC(=O)Nc1nc(-c2ccc3c(c2)OCO3)cs1)Nc1nccs1	1898	1701
Cc1c(NC(=O)COC(=O)/C=C/c2ccc(Cl)cc2)c(=O)n(-c2ccccc2)n1C	1604	1456

structure	SRC1 TRFRET art	SRC3 TRFRET art
O=C(CSc1nnc(CNC(=O)c2cccs2)o1)NCC1CCCO1 (stereo unspecified)	1792	1544
COC(=O)CN(C)C(=O)CC1C(=O)NCCN1CC(C)(C)C (stereo unspecified)	1775	1523
O=C1c2ccccc2C(=O)N1c1cccc2cccnc12	1698	1437
CCCCNC(=O)C(C#N)c1nc2ccccc2nc1N1CCCC1 (stereo unspecified)	1641	1408

Source: PubChem BioAssay
